STK33 inh – inhibitors of purified STK33 kinase, primary screen, biochemical, ADP-Glo luminescence, homogeneous, cell-free | Serine/threonine-protein kinase 33 (Homo sapiens), Q9BYT3 | MBP phosphorylation | inhibition, % at 10 µM | hit rate 0.073% among 320,000 | AID 2661, 2010;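 active = inhibition at or above 25%, using the most active replicate where run in duplicate; inactive = inhibition below 25%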
Target sequence (Q9BYT3 whole entry, looked up): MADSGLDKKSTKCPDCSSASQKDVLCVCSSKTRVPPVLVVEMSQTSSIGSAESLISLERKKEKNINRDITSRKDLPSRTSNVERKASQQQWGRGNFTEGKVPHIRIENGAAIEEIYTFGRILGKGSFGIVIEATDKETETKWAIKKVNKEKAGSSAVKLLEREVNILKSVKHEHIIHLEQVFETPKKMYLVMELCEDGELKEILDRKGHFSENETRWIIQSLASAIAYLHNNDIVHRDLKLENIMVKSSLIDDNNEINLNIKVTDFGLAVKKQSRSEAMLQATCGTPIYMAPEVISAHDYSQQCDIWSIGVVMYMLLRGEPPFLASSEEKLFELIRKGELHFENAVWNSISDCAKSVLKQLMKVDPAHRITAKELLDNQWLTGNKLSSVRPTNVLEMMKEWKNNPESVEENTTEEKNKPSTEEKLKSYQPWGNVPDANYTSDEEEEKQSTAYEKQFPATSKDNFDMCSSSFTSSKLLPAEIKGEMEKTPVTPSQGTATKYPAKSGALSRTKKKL
Kir21 block – inhibitors of mouse Kir2.1 inward-rectifier potassium channel; Inward rectifier potassium channel 2 (Mus musculus), P35561; HEK293-Kir2.1, FluxOR thallium flux fluorescence; active compounds read low; B-score at 10 µM; hit rate 0.85% among 310,000;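 active = fluorescence ratio B-score at or below minus 3 SD of library scores, with starting-brightness B-score within 2 SD, cut at about -4.2 in these data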;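 also: channel flux triggered by added potassium and thallium sulfate stimulus; B-score of peak minus minimum fluorescence over baseline after thallium stimulus; more negative B-score means stronger Kir2.1 block with less thallium influx; some compounds called inactive have numbers as strong as hits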
Target sequence (P35561 whole entry, looked up): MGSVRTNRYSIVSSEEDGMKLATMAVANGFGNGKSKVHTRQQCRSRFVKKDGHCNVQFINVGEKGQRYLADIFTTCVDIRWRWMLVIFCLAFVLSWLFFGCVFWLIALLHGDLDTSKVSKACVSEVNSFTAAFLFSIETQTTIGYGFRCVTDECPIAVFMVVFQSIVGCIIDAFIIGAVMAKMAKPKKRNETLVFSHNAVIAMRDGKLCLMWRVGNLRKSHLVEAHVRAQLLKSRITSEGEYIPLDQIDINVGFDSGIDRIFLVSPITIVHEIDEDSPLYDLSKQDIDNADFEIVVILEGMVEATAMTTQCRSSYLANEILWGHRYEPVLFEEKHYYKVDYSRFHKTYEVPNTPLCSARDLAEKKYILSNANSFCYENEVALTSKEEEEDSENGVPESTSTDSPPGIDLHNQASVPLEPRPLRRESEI
Starred values were filed as active, the others as inactive; nt = no result given.

SMILES	STK33 inh	Kir21 block
COCCCNCCC(CCC(C)C)c1ccc2c(c1)OCO2 (stereo not given)	-2.3	-3
CC(=O)c1cccc(OCc2cc(C(=O)N3C[C@@H](C)O[C@@H](C)C3)no2)c1	0.3	-0.81
O=C1N=C(N2CCN(c3ccccc3)CC2)S/C1=C/c1cccs1	2.0	1.7
C[C@@]12C(=O)Nc3cc(Cl)ccc3C(=O)N1[C@H]1c3ccccc3OC[C@@H]1[C@@H]2c1ccccc1	1.3	nt
CC(Sc1cccc[n+]1[O-])C(=O)NC1CCCCC1C (stereo not given)	0.1	nt
Cc1noc(C)c1CCC(=O)N1CCCC(N2CCN(c3ccc(F)cc3)CC2)C1 (stereo not given)	-2.8	-0.27
Cn1c(CC(=O)NC(C)(C)CO)c(Sc2ccccc2)c2ccccc21	-1.3	-3.5
CC(C)(C)C(=O)Nc1c(Br)c(C2CC2)nn1-c1ccccc1	0.5	0.16
Nc1ccn(CC(=O)NCc2ccc3[nH]ccc3c2)c(=O)n1	-0.1	nt
O=C(Nc1ccccc1)/C(=C\c1ccco1)NC(=O)c1ccco1	-2.4	0.29
O=C(NCCCc1ccccc1)C1CCC(CNc2c(N3CCCCC3)c(=O)c2=O)CC1 (stereo not given)	0.8	-1.1
O=C(c1cccc(C(F)(F)F)c1)N1CCCCCC1	-2.0	1.6
CSc1ccc(CN2CCN(C3CCCC3)C(CCO)C2)cc1 (stereo not given)	-1.5	0.02
Cc1[nH]nc2c1C(c1ccc(F)cc1)C(C#N)=C(N)O2 (stereo not given)	0.8	-0.78
O=C(CNc1ccc(Br)cc1)c1ccc(Br)s1	0.2	-1.1
COc1ccc(CCNC(=O)c2cnn3ccccc23)c(OC)c1OC	0.9	0
Cn1c(SCc2ccc(F)cc2)nnc1-c1ccncc1	-1.8	1
CC(Cc1nnc(SCC(=O)O)n1N)c1ccccc1 (stereo not given)	-0.5	0.17
O=C(NCCC1CCCC1)c1cccs1	-1.2	1.4
Cc1ccc(NS(=O)(=O)c2ccc(C(=O)N3CC(C)OC(C)C3)cc2)cc1 (stereo not given)	-2.0	1.9
COc1ccc(NC(=O)c2ccco2)c([N+](=O)[O-])c1	nt	-0.09
CCOc1ccccc1Nc1ccnc2cc(Cl)ccc12	-0.1	0.48
COc1cccc(CC(=O)Nc2nc3ccccc3[nH]2)c1	0.0	0.47
Cc1cc(=O)c2ccc(Cl)cc2[nH]1	0.0	-0.6
CCOC(=O)N1CCN(C(=O)c2c[nH]c3ccc(S(=O)(=O)N(C)c4ccccc4C)cc3c2=O)CC1	1.8	0.37

Full records from above. Order of screens: STK33 inh, Kir21 block
Results for C[C@@]12C(=O)Nc3cc(Cl)ccc3C(=O)N1[C@H]1c3ccccc3OC[C@@H]1[C@@H]2c1ccccc1 → 1.3, nt
Results for CSc1ccc(CN2CCN(C3CCCC3)C(CCO)C2)cc1 (stereo not given) → -1.5, 0.02
Results for CC(C)(C)C(=O)Nc1c(Br)c(C2CC2)nn1-c1ccccc1 → 0.5, 0.16
Results for O=C(NCCCc1ccccc1)C1CCC(CNc2c(N3CCCCC3)c(=O)c2=O)CC1 (stereo not given) → 0.8, -1.1
Results for CCOc1ccccc1Nc1ccnc2cc(Cl)ccc12 → -0.1, 0.48

Back to the main list, starting 4 compounds before the break.
SMILES	STK33 inh	Kir21 block
CCOc1ccccc1Nc1ccnc2cc(Cl)ccc12	-0.1	0.48
COc1cccc(CC(=O)Nc2nc3ccccc3[nH]2)c1	0.0	0.47
Cc1cc(=O)c2ccc(Cl)cc2[nH]1	0.0	-0.6
CCOC(=O)N1CCN(C(=O)c2c[nH]c3ccc(S(=O)(=O)N(C)c4ccccc4C)cc3c2=O)CC1	1.8	0.37
Cc1ccc(NC(=O)c2cc3cccc([N+](=O)[O-])c3[nH]2)cc1	-0.2	0.09
CCc1ccccc1OCC(=O)NCC1COc2ccccc2O1 (stereo not given)	-0.5	nt
CCN(C)Cc1c(C(=O)N2CCc3ccccc3C2)nc2ccc(Cl)cn12	-1.8	0.41
Cc1cccc(-n2c(SCC(=O)NC3CCCC3)nnc2-c2ccoc2C)c1	-1.4	-1.1
CC(C)C(=O)Nc1ccc(C(=O)NC2CCSC2=O)cc1 (stereo not given)	-3.3	0.55
Cc1cc(N2C(=O)C(O)=C(C(=O)c3cc4ccccc4o3)C2c2cccs2)no1 (stereo not given)	-0.8	1.3
CC1=C(C#N)C2(O)C(=O)c3ccccc3C2(O)N1 (stereo not given)	0.8	0.43
COc1ccc(C=O)cc1CSc1ncccc1C(=O)O	-0.4	-1.2
COc1ccc(-c2cc(=O)c3ccccc3s2)cc1	1.2	1.3
Cc1ccccc1N=C1NN=C(c2ccccc2F)CS1	-2.5	-0.63
COc1ccc(-c2cc(=O)[nH]c(=O)[nH]2)cc1	1.1	-1.1
CCOC(=O)c1c(NC(=O)CSc2nncs2)sc(C)c1-c1ccccc1	-3.8	0.35
CCOC(=O)/C(C#N)=C/c1ccc(N2CCCCC2)cc1	-0.5	0.02
CC1CCN(C(=O)C(Cc2ccccc2)n2cccc2)CC1 (stereo not given)	-0.3	-2.8
CC(Sc1nnc(-c2ccccc2F)n1C1CC1)C(=O)NC(N)=O (stereo not given)	-1.1	-0.05
COc1ccc(CC(=O)NNC(=O)COc2ccc3ccccc3c2)cc1	-1.5	1.2
CCCCCC(=O)N1CCCC1	-1.0	-1.3
CCCc1nc(SCC(=O)N2CCN(c3ccccc3)CC2)c2c(=O)n(C)c(=O)n(C)c2n1	-0.7	0.38
C=CCN(CC=C)S(=O)(=O)c1ccc2nsnc2c1	-2.6	0.62
COc1cccc(N(CC(=O)NCc2cccnc2)S(C)(=O)=O)c1	0.2	-2.5
CS(=O)(=O)N1CCN(c2ccc(C(=O)N3CCOCC3)cc2[N+](=O)[O-])CC1	0.1	0.2
CCc1cccc(CC)c1NC(=O)CCCSc1nc2ccccc2s1	-0.7	0.21
O=C(Nc1ccnn1C1CCN(Cc2ccc(CO)o2)CC1)c1ccc2c(c1)OCO2	-0.7	0.76
COc1cc(OC)cc(-c2c(C#Cc3ccsc3)c3cc(-c4ccc(SC)cc4)ccc3n2C)c1	-0.8	nt
CCN1CCN(C(=O)N[C@@H](C(=O)N[C@@H]2C(=O)N3C(C(=O)O)=C(CSc4nnnn4C)CS[C@H]23)c2ccc(O)cc2)C(=O)C1=O	-0.9	nt

Gathered by group, the entries above containing a cyano group.
SMILES	STK33 inh	Kir21 block
Cc1[nH]nc2c1C(c1ccc(F)cc1)C(C#N)=C(N)O2 (stereo not given)	0.8	-0.78
CC1=C(C#N)C2(O)C(=O)c3ccccc3C2(O)N1 (stereo not given)	0.8	0.43
CCOC(=O)/C(C#N)=C/c1ccc(N2CCCCC2)cc1	-0.5	0.02

Later entries:
SMILES	STK33 inh	Kir21 block
COc1ccc(-c2csc(/C(C#N)=C/Nc3cc4oc5ccccc5c4cc3OC)n2)cc1	0.7	1.1
Cc1cc2cc(CNC(=S)Nc3ccc(OC(F)F)cc3)ccc2n1C	-0.6	0.53
C=CCn1c(SCC(=O)N(C)CC(=O)Nc2ccc(C)cc2)nnc1-c1ccncc1	-1.6	nt
COc1ccc(/C=N/NC(=O)C(=O)NCc2cccnc2)cc1OC	-3.4	-0.98
C=C[C@@]1(C)CC(=O)[C@]2(O)[C@@]3(C)[C@@H](O)CCC(C)(C)[C@@H]3[C@H](O)[C@H](OC(C)=O)[C@@]2(C)O1	-0.9	0.06
CCN1CCN(Cc2nc3cc(NC(=O)COc4ccc([N+](=O)[O-])cc4)ccc3n2C)CC1	nt	1.3
COc1ccc2c(c1)sc(N)[n+]2Cc1cc(C)cc2cccnc12	-1.3	-4.5*
O=C(CN1C(=O)NC2(CCCCCC2)C1=O)Nc1ccc(Cl)cc1Cl	-0.5	nt
CNC(=S)Nn1cnc2ccccc21	0.7	-0.27
O=C(CN1C(=O)NC2(CCCCC2)C1=O)NNC(=O)C1CC1	-1.6	nt
CCc1ccccc1NC(=O)CC1S/C(=N\c2nccs2)N(CC)C1=O (stereo not given)	-1.7	-0.52
COc1cccc(C(c2c(C)[nH]n(-c3ccccc3)c2=O)c2c(C)[nH]n(-c3ccccc3)c2=O)c1O	1.0	1.1
CCC1(C)NC(=O)N(CC(=O)Nc2sc3c(c2C(N)=O)CCC3)C1=O (stereo not given)	2.0	-1.3
COc1ccc(NC(=O)Cn2nc(C(F)(F)F)c3c2CCCC3)cc1OC	-1.8	-1.1
CCOC(=O)Oc1ccc(C(=O)OCCCN(C)C)cc1OC	-1.1	-0.98
CC(=O)N1CCCN(Cc2cn(-c3ccc(C)cc3)nc2-c2ccc(F)cc2)CC1	-0.6	-0.62
CC1CCN(C(c2ccc(N(C)C)cc2)c2nnnn2C(C)(C)C)CC1 (stereo not given)	1.7	0.42
CCN(CC)S(=O)(=O)c1ccc(C(=O)OCC(=O)NCCN2C(=O)CSC2=O)cc1	-1.8	0.17
CN(C)S(=O)(=O)c1ccc(N=Cc2c(C(F)(F)F)[nH][nH]c2=O)cc1	-1.5	-0.02
O=C(CN1C(=O)c2ccccc2S1(=O)=O)NCCSCc1cccc(Cl)c1	-1.4	0.03
Cc1ncsc1C(=O)N1N=C2/C(=C/c3ccccc3)CCCC2C1c1ccccc1 (stereo not given)	-0.3	0.81
COc1cccc(/C=N/NC(=O)CN(C2=NS(=O)(=O)c3ccccc32)c2ccccc2)c1	-0.2	-0.14
Cc1ccc(SCC(=O)OCC(=O)NCCc2ccccc2)cc1C	-2.5	nt
O=C1NC2C(NC(=O)N2C2CCCCC2)N1C1CCCCC1 (stereo not given)	-0.5	-0.66
Cc1ccc(S(=O)(=O)N2CCCC(c3nnc4n3-c3ccccc3SC4)C2)cc1 (stereo not given)	0.1	-0.54
Other records follow.
SMILES	STK33 inh	Kir21 block
COc1ccc(OC)c(C2NC(=O)NC(C)=C2C(=O)OC2CCCCC2)c1 (stereo not given)	-0.3	3
O=C(NCc1ccccc1)N1CCN(c2ccccc2)CC1	-0.6	-1.8
CCOc1ccc(OCc2ccc(C(=O)Nc3cccc(C)n3)o2)cc1	-2.1	0.16
O=C(COC(=O)Cn1cnc2ccccc2c1=O)Nc1ccccc1Sc1ccc(Cl)cc1	-1.3	-1.1
CCCCCCCCn1ccc(=N)cc1	1.0	-0.52
O=C(Nc1ccccc1)N(C1=NCCCCS1)c1cccc2ccccc12	-0.4	-2.2
Cc1ccnc(NC(=O)CNC(=O)c2ccc(Br)o2)c1	-0.7	0
Cc1cc(Nc2c(C)n(C)n(-c3ccccc3)c2=O)n2c(nc3cc(F)c(F)cc32)c1C#N	0.0	0.7
N/C(=N\OC(=O)CCC1CCCC1)c1cccnc1	0.3	0
CCNC(=S)Nc1ccc(-c2nc3ccccc3[nH]2)cc1	-3.1	0.81
Clc1ccc(CSc2ccc(-c3ccccn3)nn2)cc1	-2.2	0.18
COc1cccc(NC(=O)c2ccc3c(c2)OCO3)c1	1.9	0
COC(=O)CSc1nc(-c2ccc(F)cc2)cc(C(F)(F)F)n1	-0.2	-1.1
CCOC(=O)c1c(C)c(C(=O)NCc2ccc3c(c2)OCO3)c(C)n1CC	-0.9	-0.45
O=C(NCc1ccco1)c1ccc(Cl)cc1[N+](=O)[O-]	-0.4	0.04
CN1/C(=C\C(=O)COC(=O)CNC(=O)c2ccc3ccccc3c2)C(C)(C)c2ccccc21	-0.9	-0.03
CN(c1ccccc1C(=O)NCc1ccccn1)S(C)(=O)=O	-2.5	1.8
Cc1occc1C(=O)Nc1cccnc1	-0.3	0.07
C=C(C)CSc1nnc([C@@H](NC(=O)OC(C)(C)C)C(C)CC)o1 (stereo not given in full)	-0.8	-0.14
COc1cc(C(=O)OCn2nnc3ccccc3c2=O)cc(OC)c1OC	-0.3	0.26
O=C(C1=C[C@@H](c2ccccc2)C[C@@H](OCc2ccc(CO)cc2)O1)N1CCCCCCC1	-0.8	-0.14
O=C(NCc1ccc(F)cc1)NC(=O)c1ccc(Cl)cc1	-0.5	-0.38
Oc1ccc(N2CCN(Cc3ccc(OCCCN4CCCCC4)cc3)CC2)cc1	1.2	-0.53
Cc1cc(C)c(S(=O)(=O)N2CCN(C(=O)N(C)C)CC2)c(C)c1	-1.2	2.2
COc1cccc(-c2nc(N3CCN(C)CC3)c3ccccc3n2)c1O	2.2	-0.02
(further entries)
SMILES	STK33 inh	Kir21 block
CC(C)OCCCn1c(=NC(=O)c2ccncc2)c(C#N)cc2c(=O)n3ccccc3nc21	0.0	-0.29
CCCN(CCC)CC(O)COc1ccc([N+](=O)[O-])cc1 (stereo not given)	0.2	-0.34
Cn1c(=O)[nH]c(=O)c2c1nc(Sc1ncccn1)n2CCCc1ccccc1	-0.2	-0.13
COc1cc(CN2CCC(C(=O)N3CCN(c4ccccc4F)CC3)CC2)cc(OC)c1OC	0.0	0.25
Cc1ccc(NC(=O)c2nnn(CC(=O)Nc3ccc4c(c3)OCO4)c2N)cc1C	-0.8	-0.55
O=C(CNC(=O)c1ccc(Br)o1)NCc1ccc(Cl)cc1Cl	-2.0	-0.47
Cc1ccc2[nH]c(=O)c(CN(CCCO)C(C)c3nnnn3Cc3ccco3)cc2c1 (stereo not given)	-0.1	0.06
O=C(COC(=O)c1ccccc1[N+](=O)[O-])NCCCc1ccccc1	-0.8	1.1
CCN(CC)CCOCCOC(=O)C(CC)(CC)c1ccccc1	-1.5	1
CCOc1ccc(NC(=O)CN(C)C(=O)CSCc2c(C)noc2C)cc1OCC	-0.8	1.7
COC(=O)C1C(=O)C=C(Nc2ccc(F)cc2)CC1c1ccc(OC)cc1 (stereo not given)	0.3	-0.52
C/C(N)=C(/C#N)C(=O)CSc1ccc2c(c1)OCCO2	0.4	-0.74
C(=C\c1ccc(/C=C/c2ccccc2)nn1)/c1ccccc1	-1.6	1.8

Compounds were not picked by outcome; overall some 0.84% were active at least once.
